Pol eta inh: inhibitors of human DNA polymerase eta | Q9Y253 | recombinant Pol eta, fluorescent DNA replication assay | Potency, µM (highest dose often 114 µM), for inactives: top-dose activity change, negative = inhibition, usual class: inhibitors | 390,000 tested, 1.2% active; further: potency means the concentration at half of the fitted maximal effect; on the % scale 0 is the no-effect control and ±100 the full control effect
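Fluorescent replication assay: 50 nM final substrate added after a 15 min room-temperature compound preincubation with 10 nM enzyme. Signal taken at 0 min and again at 10 min.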
JMJD2A Tudor: blocks the human JMJD2A Tudor domain; O75164; AlphaScreen JMJD2A-Tudor / H3K4me3 peptide binding; Potency, µM (series often up to 114 µM), inactives show at the highest dose activity change, negative = inhibition, usual class: inhibitors; 390,000 tested, 4.4% active; AID 504339; further: potency means the concentration at half of the fitted maximal effect; on the % scale 0 is the no-effect control and ±100 the full control effect; nearly all actives have a fitted effect of over 50% in size
GLS inh: glutaminase GLS (human) inhibition; O94925; GLS enzymatic activity, qHTS titration; Potency, µM (doses to about 45.5 µM), inactives show top-dose activity change, negative = inhibition, actives largely listed as inhibitors; 410,000 tested, 0.21% active; AID 624170; further: potency means the concentration at half of the fitted maximal effect; on the % scale 0 is the no-effect control and ±100 the full control effect
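Read-out is an Amplex red fluorescence increase coupled through glutamate oxidase and HRP, measured before and after 30 min room-temperature incubation. hKGA is in 45 mM KH2PO4 (pH 8.2) with 0.02% Tween-20; glutamine added as 1mM solution.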
HP1b chromo inh: blocks HP1-beta chromodomain binding to methylated histone tails; Potency, µM (highest dose often 114 µM), for the others: at the highest dose activity change, negative = inhibition, actives largely listed as inhibitors; AlphaScreen HP1-beta / biotin-H3K9me3 peptide binding; AID 540317; P83916; 390,000 tested, 0.56% active; further: potency means the concentration at half of the fitted maximal effect; nearly all actives have a fitted effect of over 70% in size; inactives centre near 23
Target sequence (P83916 whole entry, looked up): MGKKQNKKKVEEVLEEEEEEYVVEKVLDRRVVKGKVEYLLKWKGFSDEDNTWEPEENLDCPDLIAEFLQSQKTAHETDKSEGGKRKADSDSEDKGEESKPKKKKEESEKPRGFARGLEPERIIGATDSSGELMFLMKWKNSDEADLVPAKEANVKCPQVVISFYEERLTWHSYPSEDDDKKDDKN
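Compound inhibition of the preformed complex between 50 nM HP1-beta and 50 nM biotinylated H3K9me3 peptide was read by AlphaScreen. Buffer was PBS pH 7.4 with 0.01% Tween-20. Incubations ran 30 min at room temperature, with 10 ug/mL donor/acceptor beads.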
Pin1 inhibitor: inhibitors of human Pin1; Q13526; Pin1 FP peptide displacement, HiFluor488, 10 min; Potency, µM (titrated, usually from 115 µM), inactives show at the top dose activity, negative = inhibition, usual class: inhibitors; 390,000 tested, 0.009% active; active means well fitted inhibition curve with a large enough effect in the polarisation, with a control signal flat, not every such curve was filed as active; inconclusive means small, poorly fitted or top-dose-only effect, or effect the other way, or a change in a side signal; inactive means no such curve, though single readings can be large or run the other way; the % refers to the polarisation; further: potency means the concentration at half of the fitted maximal effect; on the % scale 0 is the no-effect control and ±100 the full control effect
Target sequence (Q13526 whole entry, looked up): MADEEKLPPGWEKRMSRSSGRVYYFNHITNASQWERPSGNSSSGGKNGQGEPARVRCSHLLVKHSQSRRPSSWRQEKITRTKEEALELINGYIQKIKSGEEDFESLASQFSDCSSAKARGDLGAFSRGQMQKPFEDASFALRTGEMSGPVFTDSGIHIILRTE
PGK inhibitor: blocks T. brucei phosphoglycerate kinase; P07378; 380,000 tested, 0.043% active; Potency, µM (titrated, usually from 57.5 µM), for inactives: at the highest dose activity change, negative = inhibition, usual class: inhibitors; PGK/GAPDH coupled, Kinase-Glo luminescence, 60 min; further: potency means the concentration at half of the fitted maximal effect; on the % scale 0 is the no-effect control and ±100 the full control effect; nearly all actives have a fitted effect of over 60% in size
Target sequence (P07378 whole entry, looked up): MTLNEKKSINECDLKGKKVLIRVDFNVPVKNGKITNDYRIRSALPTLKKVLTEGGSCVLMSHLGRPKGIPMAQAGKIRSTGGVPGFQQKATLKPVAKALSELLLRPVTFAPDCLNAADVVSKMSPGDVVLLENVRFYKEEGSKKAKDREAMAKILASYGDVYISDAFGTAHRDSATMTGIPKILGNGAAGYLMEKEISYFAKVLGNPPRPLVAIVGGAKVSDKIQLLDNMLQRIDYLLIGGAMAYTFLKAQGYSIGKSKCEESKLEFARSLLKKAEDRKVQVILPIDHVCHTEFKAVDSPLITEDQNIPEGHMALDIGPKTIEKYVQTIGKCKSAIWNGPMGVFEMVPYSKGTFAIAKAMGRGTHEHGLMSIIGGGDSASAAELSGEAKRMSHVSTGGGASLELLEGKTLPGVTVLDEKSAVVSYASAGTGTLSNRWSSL
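Recombinant glycosomal PGK reaction used 1,3-bisphosphoglycerate generated in-well by GAPDH (100nM final) in 100mM TEA pH 7.6, 5mM MgCl2, 0.01% Tween-20. After 60 minutes at room temperature, ATP was read by Kinase-Glo Plus luminescence end-point.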
G9a inh: blocks human histone lysine methyltransferase G9a. G9a H3K9 monomethylation, AlphaScreen, 2 h. Q96KQ7. 350,000 tested, 8.8% active. Potency, µM (top dose mostly 102 µM), without a hit: top-dose activity, negative = inhibition, hits mostly inhibitors; further: potency means the concentration at half of the fitted maximal effect; on the % scale 0 is the no-effect control and ±100 the full control effect; nearly all actives have a fitted effect of over 75% in size
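Using a bead-based AlphaScreen, monomethylated H3K9 product from 2 h room-temperature reactions (G9a 20 nM, peptide 500 nM, SAM 20 uM) was detected with 0.5 ug/mL rabbit anti-H3K9me1 antibody.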
BAZ2B block: blocks human BAZ2B | Q9UIF8 | AlphaScreen BAZ2B-H3K14Ac peptide displacement | Potency, µM (top dose mostly 114 µM), for inactives: at the highest dose activity change, negative = inhibition, hits mostly inhibitors | 360,000 tested, 4.4% active | AID 504333; further: potency means the concentration at half of the fitted maximal effect; on the % scale 0 is the no-effect control and ±100 the full control effect; nearly all actives have a fitted effect of over 60% in size
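AlphaScreen displacement of biotin-H3(5-23)K14Ac peptide (50 nM final) from BAZ2B (50 nM final) in PBS pH 7.4, 0.01% Tween-20; complex preformed 30 min RT, then compounds (top 110 uM) 30 min RT, beads 20 min dark.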
PI4K2A block: PI4K2A (human) kinase inhibition; Q9BTU6; purified PI4K2A, ADP-Glo luminescence, 1 h; hits give low values; activity change, negative = inhibition, % at 76.9 µM; 420,000 tested, 0.13% active; AID 1346378; in the data active means activity change below about -50%; inconclusive means mostly about -30% to -49%;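 further: -100% = wells without enzyme as full effect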
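ADP-Glo luminescence measured ADP generated by PI4K2A enzyme (4 ug/mL before mixing) with 1.2 mM PI substrate (pre-mix) and 300 microM ATP (pre-mix). Tris pH7.5 buffer with MgCl2, Triton X-100; 1 h reaction at ambient temperature.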
Starred values were filed as active, the others as inactive; i = inactive; u = inconclusive; x = not tested or not shown; & = joins results of further samples; [ ] = remark or other dose. Unless noted, the call rests on the fitted dose curve; in most records, active means well fitted curve in the direction sought with a large enough effect; inconclusive means small, poorly fitted or top-dose-only effect, or another doubt; inactive means no such curve, though single readings can be large; an effect the other way counts as inactive or inconclusive. Only part of the results is shown. The share of hits here may be higher or lower than overall.

SMILES	Pol eta inh	JMJD2A Tudor	GLS inh	HP1b chromo inh	Pin1 inhibitor	PGK inhibitor	G9a inh	BAZ2B block	PI4K2A block
Fc1ccc(CNC2CCN(Cc3ccccc3)CC2)cc1	-11%	-22%	3%	19%	30%	2%	x	-7%	-2
CCn1c2ccc(F)cc2c2nnc(NN)nc21	-17%	u	20%	34%	10%	-8%	50µM*	u	2
CN(C)c1ccc([N+](=O)[O-])cc1C(=O)O	-9%	-5%	5%	33%	12%	-11%	-9%	2%	-6
Cc1ccc(C(=O)Nc2c3c(nn2C(C)(C)C)CS(=O)(=O)C3)cc1[N+](=O)[O-]	3%	0%	7%	22%	-1%	4%	16%	-1%	0
Cc1cc(C)c2oc(-c3ccc(C)c(NC(=S)NC(=O)c4cccs4)c3)nc2c1	4%	-20%	0%	30%[activator]	-1%	-8%	5%[12.7 µM]	-29%	3
O=C(Nc1ccc(F)cc1)Nc1ccc(N2CCOCC2)c2nonc12	-9%	-20%[57.1 µM]	u	-14%	9%	-1%	14%	-2%	-59*
Fc1ccc2cnc(-c3ccccc3)c(-c3cc(C(F)(F)F)cc(C(F)(F)F)c3)c2c1	-29%	u	-15%	37%	96%[activator]	7%	x	x	-6
O=C1N=C(N2C=CC(=C3C=CNC=C3)C=C2)/C(=C/N=NC(=O)c2ccccc2)S1	-27%	-20%	-2%	-6%	-10%	-9%	-24%	-11%	0
O=C(Nc1ccc(Nc2ccccc2)cc1)C(Cl)Cl	-24%	u	u	5%[57 µM]	-3%	-3%	u	u	2
COc1ccc(S(=O)(=O)c2cn(C)c3ccc(C)cc3c2=O)cc1	-22%	-2%	1%	59%[activator]	0%	-6%	1%[59 µM]	0%	3
CNc1cnn(-c2ccc(C)cc2)c(=O)c1Cl	-19%	-23%[11.4 µM]	-12%	50%[activator]	-2%	i	59%[activator][59 µM]	-3%	-9
CC1=C(C(=O)N(C)C)CC(CC(=O)NCCCN(C)C)C(=O)N1Cc1ccc(C(C)(C)C)cc1 (stereo not drawn)	-5%	x	0%	x	x	-3%	x	x	5
CCN(CC(=O)NCc1ccncc1)S(=O)(=O)c1ccccc1	-18%	-22%	3%	-6%	-15%	-2%	-4%	1%	5
O=C(Nc1ccc(S(=O)(=O)NC2=NCCCCC2)cc1)c1ccccc1Cl	-17%	-17%	-13%	-11%	-5%	-9%	18%	-2%	8
COCCCNC(=O)CCn1c(=O)c2ccccc2n(CC(=O)Nc2c(C)cc(C)cc2C)c1=O	8%	-8%	0%	5%	-13%	i	-5%[59 µM]	-7%	-5
COc1ccccc1-c1nnc(SCc2ccccn2)n1C	-10%	-1%	4%	5%	9%	2%	20%[12.7 µM]	5%	2
CN(C)S(=O)(=O)c1cccc(NC(=O)C(c2ccccc2)c2ccccc2)c1	-16%	0%	-12%	30%	8%	-2%	2%	4%	3
COCCN1CN=C(Nc2nc3ccccc3s2)NC1	-15%	-11%	2%	8%	3%	i	-2%[12.7 µM]	0%	-1
COc1ccc(OCC(=O)NCc2ccc(Cl)cc2)cc1	-1%	1%	-1%	29%	-10%	-18%	19%[0.501 µM]	7%	5
Cc1ccc(Cn2nc(C)c(/C=N/NC(=O)c3cccnc3)c2C)cc1	-12%	-1%	-1%	37%	1%	7%	17%	-2%	2
CC(C)c1ccc(NC(=O)C2CCN(c3ncnc4c3nc3n4CCCCC3)CC2)cc1	-13%	u	-4%	-8%	4%	-9%	-14%	-17%	-3
CCC(c1nnnn1Cc1ccc(F)cc1)N1CCN(C)CC1 (stereo not drawn)	-4%	0%	-12%	42%[activator]	-2%	i	8%[59 µM]	-14%	9
CCN1C(=O)c2ccc(C(=O)NCc3ccc4c(c3)OCO4)cc2C1=O	-5%	-19%	-6%	28%	-4%	7%	17%[59 µM]	2%	-2
CCC(C)c1ccccc1NC(=O)C(C)OC(=O)CN1C(=O)NC(C)(C)C1=O (stereo not drawn)	-7%	-3%	5%	16%	-7%	17%	-41%	-3%	2
O=C(CSc1nc2ccccc2s1)N1CCCCC1	-12%	-23%	4%	26%	3%	2%	u	-3%	-1
CCOc1ccc(-c2c(C(=O)N/N=C/C3CC=CCC3)nnn2-c2nonc2N)cc1 (stereo not drawn)	-16%	-21%	-1%	51%[activator]	-1%	-2%	6%	79µM*	9
O=C(OCc1ccc(Br)cc1)c1cnc(Cl)c(Cl)c1	-19%	71µM*	-3%	464%[activator]	0%	-8%	x	404%[activator]	-2
CC(=O)Nc1ccc(-n2c(CCC(=O)O)ccc2-c2ccc(C)cc2)cc1	x	-31%	23%	-5%	u	x	14µM*	-32%	1
Cc1cccc(N=Nc2c(O)[nH]c3ccc(Br)cc23)c1	-12%	-28%	0%	23%	u	1%	45µM*	-22%	6
Cn1c(=O)[nH]c(=O)c2c1nc(N1CCN(C(c3ccccc3)c3ccccc3)CC1)n2CCO	-9%	-12%	0%	15%	3%	i	-7%	u	6
CC1CCCCC1NC(=O)Cn1nnc2ccccc2c1=O (stereo not drawn)	-17%	-9%	-5%	23%	4%	-9%	15%	x	-2
Cc1ccc(C)c(NC(=O)NC2CCCCCCC2)c1	0%	-6%	-2%	20%	4%	5%	12%	-1%	2
CCc1nc(N)c(C#N)c(-c2cccc3ccccc23)c1C	-10%	-9%	2%	23%	8%	7%	21%[59 µM]	-5%	7
O=[N+]([O-])c1ccc(-c2nc3ccc([N+](=O)[O-])cc3[nH]2)cc1	u	0%[11.4 µM]	-25%	-23%	-1%	-4%	-11%	5%[57.1 µM]	-8
CCC(C)(C)NC(=O)c1ccc2c(c1)S(=O)(=O)c1ccccc1C2=O	-12%	-30%	-3%	8%	u	1%	-25%[59 µM]	-28%	2
COc1ccccc1NC(=O)c1cccc(S(=O)(=O)N2CCN(Cc3ccccc3)CC2)c1	-11%	-16%	5%	-2%	3%	-5%	u	-10%	-1
COc1ccc(C(=O)COC(=O)C2COc3ccccc3O2)cc1F (stereo not drawn)	1%	2%	6%	42%[activator]	6%	-5%	x	x	-2
COc1ccc(CCNC(=O)CCSc2nc(-c3ccco3)cc(C(F)(F)F)n2)cc1	-1%	-5%	7%	14%	32%[activator]	-5%	1%[59 µM]	35%[activator]	14
Cc1cc(OCC#N)nc(N)n1	-3%	-24%	-5%	17%	9%	x	11%	1%	2
CCOC(=O)N1CCN(C(=O)c2nc3ccccc3s2)CC1	9%	6%	2%	32%[activator]	7%	3%	0%[12.7 µM]	8%	-2
O=[N+]([O-])c1ccc(S(=O)(=O)N2CCC3(CC2)OCCN3S(=O)(=O)c2cccs2)cc1	-20%	-19%	-10%	6%	5%	3%	-7%	0%	-2
Cc1cc(C)c(C)c(S(=O)(=O)N2CCNCC2)c1C	-10%	-2%	-2%	18%	-9%	-4%	12%	x	0
Cc1cccc(NS(=O)(=O)c2csc(C(N)=O)c2)c1C	-11%	-8%	10%	21%	6%	7%	5%	-1%	-3
O=C(CNC(=O)c1ccc(Cl)cc1Cl)OCCOc1ccccc1F	-17%	-4%	10%	17%	-3%	-3%	x	x	6
Cc1cccc(NC(=O)Nc2ccc(C)c(C)c2)n1	u	-18%&-17%	-1%&10%	20%&32%	0%&-5%	-3%&3%	1%&-21%[59 µM]	-1%&9%	0&6
Cc1nc2ncc(Br)cc2[nH]1	-13%	-13%	12%	12%	4%	0%	13%	-24%	-3
CCOC(=O)C1CCN(C(=O)c2ccccc2NC(=O)c2ccc(Br)cc2)CC1	-10%	-9%	12%	-1%	3%	-13%	10%[59 µM]	4%	2
Cc1c(OCC(=O)NC(Cc2ccc(Cl)cc2)C(=O)O)ccc2c1oc(=O)c1ccccc12 (stereo not drawn)	50µM*	-30%	u	14%	1%	-22%	-1%[12.7 µM]	56µM*	4
Cc1ccc(SCc2cc(=O)c3c(=O)n(-c4ccccc4)[nH]c3[nH]2)cc1	-3%	u	-1%	u	u	0%	18µM*	28µM*	-10
COc1cccc(/C=N\NC(=O)c2sc(N)nc2C)c1OC	6%	-16%[11.4 µM]	60%[activator]	-22%	2%	5%	8%[12.7 µM]	-12%	-4

(more compounds)
SMILES	Pol eta inh	JMJD2A Tudor	GLS inh	HP1b chromo inh	Pin1 inhibitor	PGK inhibitor	G9a inh	BAZ2B block	PI4K2A block
CS(=O)(=O)N1CCN(c2ccccc2NC(=O)c2cccnc2Cl)CC1	-12%	10%	-9%	25%	-9%	-11%	4%	0%	-3
CC1(C)CNC(=O)C=C(c2ccccc2)C1	-5%	1%	19%	23%	-14%	i	7%[59 µM]	13%	0
Cc1ccc2c(C(=O)CSc3ccccc3)c(C)[nH]c2c1	u	-7%	-12%	34%	13%	0%	-19%	-3%	0
CCc1ccccc1NC(=O)CN1CCN(C(=O)CN2C(=O)NC3(CCCC3)C2=O)CC1	-7%	-19%	2%	32%	4%	i	0%[2.33 µM]	10%	0
CC(C)CNC(=O)CN1c2cccc3cccc(c23)S1(=O)=O	-13%	5%	1%	17%	4%	-2%	14%	5%	-3
CCOC(=O)c1ccc(N2CCN(c3ccccc3F)CC2)c(NC(=O)Nc2ccc(Cl)c(Cl)c2)c1	-8%	-14%	-8%	-11%	-2%	-5%	-2%[59 µM]	3%	-9
CC(C)NS(=O)(=O)c1ccc(OCC(=O)N2CCCC2)cc1	-3%	-9%	13%	8%	-2%	x	-5%[59 µM]	-6%	-2

From PubChem
